Pf apPOL block: Pf-apPOL DNA polymerase inhibition | Recombinant Pf-apPOL, molecular beacon fluorescence, 1.5 h | inhibition, % at 10 µM | hit rate 0.25% among 210,000
mHTT-CaM PPI inh: mHTT-calmodulin interaction abrogation | P42858 | AlphaScreen His-mHTT/GST-CaM binding, luminescence | inhibition, % at 15 µM | hit rate 3.6% among 190,000;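 also: 0% = both proteins with DMSO and 100% = one protein alone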
* = called active by the depositor; i = inactive; . = no result given; & = joins results of further samples. Rule as the data show it: active = inhibition above about 50%; inactive = the rest. An excerpt (hit frequency here may not be typical).

SMILES	Pf apPOL block	mHTT-CaM PPI inh
CCc1nnc2n1CCNC2	1	-1
CCOc1ccc(C(C)(CC(=O)O)C(=O)O)cc1 (centres undefined)	-13	-4
Cc1ccc2occ(C3Nc4ccccc4NC4=C3C(=O)CC(c3ccccc3)C4)c(=O)c2c1 (centres undefined)	-1	37
CCCc1c(SC(=O)N(C)C)ccc2c(C)cc(=O)oc12	-4	.
COc1cc(OC)c(CN2CCCN(C)CC2)cc1Br	-11	-3
CC1(CC2C=C(CO)C(=O)O2)OC1COc1ccc2ccc(=O)oc2c1 (centres undefined)	-17	.
Cc1ccc(C2=NN(C(=O)CCCC(=O)O)C(c3ccc(Br)cc3)C2)cc1 (centres undefined)	-4	15
O=C(NCc1cccs1)N1CCC2(CC1)OCCS2	-10	-15
CC(C)(Oc1ccc(Cl)cc1)C(=O)N1CC(c2nc(-c3ccccn3)no2)C1	5	0
N/C(=N\OC(=O)c1cccc(Br)c1)c1cccnc1	0	i
O=C(Cn1[nH]c2c(cnc3ccc(F)cc32)c1=O)Nc1cccc(F)c1	1	28
O=C(CN(c1ccc(F)cc1)S(=O)(=O)c1cccnc1)NCCc1ccccc1	-8	-1
COc1ccc(Cl)cc1NC(=O)CSc1nc2c([nH]c3ccccc32)c(=O)n1C	-4&-8	-6&-5
CC(C)CCNC(=O)C1CCCN(c2nnc3ccc(C(F)(F)F)cn23)C1 (centres undefined)	0	7
Cc1ccn2c(NC(=O)CC(C)C)c(-c3cccc(F)c3)nc2c1	-4	3
O=C(NCc1cccc(C(F)(F)F)c1)C1CCN(c2cncnc2N2CCOCC2)CC1	-3	3
Cn1c(=O)c2c(nc(N3CCOCC3)n2CCCNC2=NCCCCC2)n(C)c1=O	-1	-6
CC(Sc1nc2ncnc(N)c2[nH]1)C(=O)Nc1ccc(F)cc1 (centres undefined)	-11	-1
C/C(O)=C1/C(=O)NC2(C)CC1c1cc([N+](=O)[O-])ccc1O2 (centres undefined)	3	0
CN(/N=C/c1ccc(OCc2ccccc2)cc1)C1=NS(=O)(=O)c2ccccc21	.	i
Cc1ccc(S(=O)(=O)N(CC(=O)NC2CC2)Cc2ccccc2F)cc1	-4	2
COc1ccc(-n2cnc3cc(C(=O)NCC(OC)OC)ccc32)cc1	-3	1
CSCCC(C(=O)N1CCCCC1)N1C(=O)c2cc(Cl)c(Cl)cc2C1=O (centres undefined)	3&-7	1&0
CCc1cc2c(=O)c(-c3ccc(F)cc3)c(C)oc2cc1OCC(=O)O	5	0
CC(C)c1cc(C2CCCN2C(=O)Cc2ccccc2Cl)on1 (centres undefined)	0	-4
COc1ccc(NC(=O)C(NC(=O)/C=C/c2ccc3c(c2)OCO3)c2ccc(C)cc2)cc1 (centres undefined)	3	-4
O=C1CCC(C(=O)Nc2cccc(Br)c2)N1 (centres undefined)	2&-8	-1&1
Cc1ccc(NC(=O)Cn2c(C)nc(C)c(C)c2=O)cc1C	-5	-5
Fc1ccccc1Cc1nc(-c2cccc(-c3ccn[nH]3)c2)no1	-3	36
Cc1ccc(-n2nc3c(c2NC(=O)c2ccccc2C)CSC3)cc1	-10	26
CCOC(=O)Cc1csc2nc(-c3ccccc3)nn12	1	.
CCCCNC(=O)C1CCCN(c2nc3c(s2)c(C)nn3-c2ccc(F)cc2)C1 (centres undefined)	-4	-8
c1ccc(-c2nc(-c3ccc(-c4ccon4)s3)no2)cc1	-24	.
O=C(c1cc2c(s1)CCC(C(=O)N1CCN(c3ccc(F)cc3)CC1)C2)N1CCCC1 (centres undefined)	-9	29
O=C(c1cc2n(n1)CCCN(Cc1ccccc1)C2=O)N1CCN(c2ccccc2)CC1	5	11
CCOc1ccc(-c2nc(C(=O)NC(C)C)cs2)cc1	-6	-5
Cc1noc(C)c1C(=O)NC(=N)C12CC3CC(CC(C3)C1)C2	-7	.
O=C(Cc1cccs1)NCc1nnnn1C1CCCCC1	-4	-5
Cc1cc(C)c(C(=O)N2CCC(CC(=O)NCCCN3CCN(C)CC3)CC2)[nH]1	-2	-2
COc1ccc(N2C=C(C(=O)N3CCCC3)S(=O)(=O)c3ccccc32)cc1	0	-6
COc1cccc(C2CC(c3ccccc3C)n3nc(N)nc3N2)c1 (centres undefined)	9	13
CCCCNC(=O)c1ccc2c(c1)ncn2-c1cc(OC)ccc1OC	23	19
COc1ccc(C2C(S(=O)(=O)NCc3cccc(C)c3)CON2C)cc1 (centres undefined)	2	-3
O=C(O)CSC12CC3CC(C1)CC(C(=O)O)(C3)C2	-4&2	22&0
O=C(CN(Cc1ccccc1)S(=O)(=O)c1ccc(F)cc1)N1CCCC1	-5	-3

Seven of the compounds above, in markdown.
| SMILES | Pf apPOL block | mHTT-CaM PPI inh |
| --- | --- | --- |
| O=C(c1cc2n(n1)CCCN(Cc1ccccc1)C2=O)N1CCN(c2ccccc2)CC1 | 5 | 11 |
| CCOc1ccc(-c2nc(C(=O)NC(C)C)cs2)cc1 | -6 | -5 |
| Cc1noc(C)c1C(=O)NC(=N)C12CC3CC(CC(C3)C1)C2 | -7 | . |
| O=C(Cc1cccs1)NCc1nnnn1C1CCCCC1 | -4 | -5 |
| Cc1cc(C)c(C(=O)N2CCC(CC(=O)NCCCN3CCN(C)CC3)CC2)[nH]1 | -2 | -2 |
| COc1ccc(N2C=C(C(=O)N3CCCC3)S(=O)(=O)c3ccccc32)cc1 | 0 | -6 |
| COc1cccc(C2CC(c3ccccc3C)n3nc(N)nc3N2)c1 (centres undefined) | 9 | 13 |

Going on with the list:
SMILES	Pf apPOL block	mHTT-CaM PPI inh
Cc1ccccc1Nc1nccc(C2CCCN(C(=O)c3ccsc3)C2)n1 (centres undefined)	-5	12
Nc1ccc(CC(C(=O)O)c2ccccc2)cc1 (centres undefined)	-11	7
O=C(NCCc1ccccc1)C1CCN(c2ccc3ccccc3c2)C1=O (centres undefined)	-1	8
O=[N+]([O-])c1ccc(S(=O)(=O)N2CCN=C2SCc2cccc(C(F)(F)F)c2)cc1	1	4
O=C1c2ccccc2C(=O)N1CCNCCNCCN1C(=O)c2ccccc2C1=O	4	-3
CC1(C)CC(=O)c2ccc(=O)[nH]c2C1	10	2
CC1CC(=O)N(c2ccc(N3CC4(C)CC3CC(C)(C)C4)c([N+](=O)[O-])c2)C1=O (centres undefined)	-18	37
O=C(Nc1ccc(F)cc1F)c1ccc(Br)o1	-3	-5
Clc1cccc(-c2nc(-c3ccc(-n4ccnc4)nc3)no2)c1	1	-13
COc1cc(C2CC(=O)n3c(nc4ccccc43)S2)cc(OC)c1OC (centres undefined)	-6	-5
CC1CCC(C(C)C)C(OCC(O)CN2CCN(C)CC2)C1 (centres undefined)	-5	5
Cc1cc(NC(=O)c2nn(-c3ccc(Cl)cc3)c(=O)c3ccccc23)no1	0	7
CCOc1ccc2c(c1)OC(=Cc1cccc([N+](=O)[O-])c1)C2=O	-6	1
CC(=O)N(Cc1nn(C)c2c1CN(S(=O)(=O)c1ccccc1)CC2)c1ccccc1	-2	2
Cc1[nH]oc(=O)c1C=Nc1ccccc1	-3	.
CN(C(=O)c1coc(=O)c2ccccc12)c1ccccc1F	-5	-4
O=C(NC1CCC(C(=O)O)CC1)c1ccccc1 (centres undefined)	-5	0
O=C(O)C1Sc2[nH]c(=O)sc2C2c3ccc(O)cc3OC(=O)C12 (centres undefined)	0	1
COc1cc(C=O)cc(Cl)c1OCc1cccc(F)c1	-14	-74
CCC(CO)NC(=O)C(=O)Nc1ccccc1SC (centres undefined)	-4	-8
O=C(c1csc(-c2cccs2)n1)N1CCCC1	-4	-4
CCc1ccnc(NC(=O)Nc2c(Br)cc(C(C)C)cc2Br)c1	-5	.
COc1cccc(-c2nc(C=Nc3cc(Cl)ccc3Cl)c(O)o2)c1	-2	3
Cc1ccc(NC(=O)c2cccn2Cc2noc(C)n2)cc1	-6	-4
CS(=O)(=NC=C(C#N)C(=O)c1ccc(Cl)cc1)c1ccc(Cl)cc1 (centres undefined)	-3&2	.
O=C(CC(NS(=O)(=O)c1ccc(Cl)cc1)c1ccco1)NCc1cccnc1 (centres undefined)	-2	-4
O=C(O)c1ccc(-n2ncc(N3CCCCC3)c(Cl)c2=O)cc1	2	-4
Cc1ccccc1NC(=O)c1nc(N2CCCC2)c2c(C)scc2n1	-6	21
CC(C)C(NC(=O)NC12CC3CC(CC(C3)C1)C2)C(=O)O (centres undefined)	8	-1
CCCc1[nH]n(-c2ccc(F)cc2)c(=O)c1C=NC1CCCCCC1	0	8

Profiles from above. Order of screens: Pf apPOL block | mHTT-CaM PPI inh
Record of CSCCC(C(=O)N1CCCCC1)N1C(=O)c2cc(Cl)c(Cl)cc2C1=O (centres undefined) → 3&-7 | 1&0
Record of CCOc1ccc(-c2nc(C(=O)NC(C)C)cs2)cc1 → -6 | -5
Record of Clc1cccc(-c2nc(-c3ccc(-n4ccnc4)nc3)no2)c1 → 1 | -13

Following part:
SMILES	Pf apPOL block	mHTT-CaM PPI inh
CC(=O)NC(C(N)=S)C(OC(C)=O)C(OC(C)=O)C(COC(C)=O)OC(C)=O (centres undefined)	-8	.
O=C(NCC(c1ccsc1)N1CCc2ccccc2C1)Nc1cccs1 (centres undefined)	2	30
CCc1nc2c(NC(=O)c3ccc(F)c(Cl)c3)cccn2n1	0	2
O=C1CCC[C@@H]2[C@@H](Cc3ccccc3)[C@@H](Nc3ccccc3)C[C@@H]3CCN1[C@@H]32	-5	70*
COc1cc(OC)c(NC(=O)Cc2ccccc2OC)cc1Cl	-4	-6
O=C(Nc1nnc2ccccn12)c1ccsc1	-7	1
COC(=O)c1cc(S(=O)(=O)N2CCN(c3ccc(OC)cc3)CC2)oc1C	0	.
Cc1noc(C2CCCCN2Cc2ccccc2)n1 (centres undefined)	-3	-12
COCC(=O)NC1CCN(c2cc(C)cc(C)c2)C1=O (centres undefined)	-2	-1
CCCn1cnc2c1c(=O)n(CC(C)C)c(=O)n2-c1ccc(C)cc1	-7	-4
N#CC1=C(N)OC2=C(C(=O)CCC2)C1c1ccsc1 (centres undefined)	-1	2
COc1ccc(CCNC(=O)C2CCCN(C(=O)c3ccccc3Cl)C2)cc1OC (centres undefined)	-15	26
Nc1ncc(Br)cc1[N+](=O)[O-]	.	0
Cc1ccc(C(=O)Nc2c3c(nn2-c2ccc(F)cc2)CS(=O)C3)cc1C (centres undefined)	2	7
CCCNC(=O)C1CC(=O)N(c2ccc(OCC(=O)Nc3cc(C)cc(C)c3)cc2)C1 (centres undefined)	-3	38
COc1ccc(C2(CNC(=O)c3ccccc3C(F)(F)F)CCCC2)cc1	1	15
O=C1NC2(CCN(C(=O)c3ccccc3)CC2)Nc2cc(Cl)ccc21	-1	-7
CCN1CCn2cc(C(=O)N3CCN(c4cccc(Cl)c4)CC3)nc2C1	-5	53*
COc1ccc(C(=O)Nc2cnc(N3CCCCCC3)nc2)c(C)c1	-2	1
Cc1cccc(OCC(=O)N2CCC(CCOc3cccnc3)CC2)c1	-3	3
Cc1cc(NCCCN(C)C)n2c(nc3ccccc32)c1C#N	-3	-7
COc1ccc(-n2c(SCC(=O)Nc3cccc(Cl)c3C)nc3[nH]ncc3c2=O)cc1	1	30
CCCCN(C)C(=O)c1c(C)sc2ccn(C)c(=O)c12	-4	6
CCc1cc(C2CCCN2C(=O)NCCc2ccccc2)on1 (centres undefined)	1	-9
Cc1nn(-c2nc3ccccc3s2)c2c1C(c1cccc(Cl)c1)CC(=O)N2 (centres undefined)	-3	-1
COc1ccc(C2CC(c3ccccc3)Nc3nc(N)nn32)cc1OC (centres undefined)	-2	2
CCOc1ccc(CCNC(=O)c2sc3nc(C)cc(COC)c3c2N)cc1OCC	-7	0
CCCCOc1ccc(C(=O)Nc2nnc(SCC(=O)NCC(=O)O)s2)cc1	-6	-5
CC(C)CN1CCC(C(=O)NCc2ccccn2)CC1	3	-4
COc1ccc(C2CCCN2C(=O)c2cccs2)cc1 (centres undefined)	-5	-5
CC(=O)NC(Cc1c[nH]c2ccccc12)C(=O)O (centres undefined)	1&-10	3
O=C(NCc1ccncc1)C1CCN(C(=O)Cc2ccccc2)CC1	-2	0
COc1cccc(CN2CCC(C(=O)N3CCN(c4ccccc4)CC3)CC2)c1	-6	12
CC1=C(c2ccc(F)cc2)S(=O)(=O)N=C1N1CCCN(C(=O)C2CCC2)CC1	-8	-4
O=C1CSC(c2ccccc2Br)N1c1ccc(Cl)cn1 (centres undefined)	-6	-45
COc1ccc(C2C(C(=O)N(C)c3ccc(Cl)cc3)c3ccccc3C(=O)N2C)cc1 (centres undefined)	-4	40
Cc1cc(C)nc(SCCN2CCCCC2)n1	5	-4

Assay outcomes as filed in PubChem.
